RAD54 branch – inhibitors of human RAD54 branch migration; Q92698; RAD54 Holliday junction branch migration, FAM/BHQ fluorescence; inhibition, % at 10.4 µM; AID 602329; 360,000 compounds, 0.14% hits;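 active = mean normalized replicate activity at least 40 and at least half of replicates scoring 40 or more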;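 note: 0% = median of neutral control wells and 100% = median of positive control wells; inhibitors cause a drop in the FAM fluorescence signal; in these data hits start at about 50%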
Target sequence (Q92698 whole entry, looked up): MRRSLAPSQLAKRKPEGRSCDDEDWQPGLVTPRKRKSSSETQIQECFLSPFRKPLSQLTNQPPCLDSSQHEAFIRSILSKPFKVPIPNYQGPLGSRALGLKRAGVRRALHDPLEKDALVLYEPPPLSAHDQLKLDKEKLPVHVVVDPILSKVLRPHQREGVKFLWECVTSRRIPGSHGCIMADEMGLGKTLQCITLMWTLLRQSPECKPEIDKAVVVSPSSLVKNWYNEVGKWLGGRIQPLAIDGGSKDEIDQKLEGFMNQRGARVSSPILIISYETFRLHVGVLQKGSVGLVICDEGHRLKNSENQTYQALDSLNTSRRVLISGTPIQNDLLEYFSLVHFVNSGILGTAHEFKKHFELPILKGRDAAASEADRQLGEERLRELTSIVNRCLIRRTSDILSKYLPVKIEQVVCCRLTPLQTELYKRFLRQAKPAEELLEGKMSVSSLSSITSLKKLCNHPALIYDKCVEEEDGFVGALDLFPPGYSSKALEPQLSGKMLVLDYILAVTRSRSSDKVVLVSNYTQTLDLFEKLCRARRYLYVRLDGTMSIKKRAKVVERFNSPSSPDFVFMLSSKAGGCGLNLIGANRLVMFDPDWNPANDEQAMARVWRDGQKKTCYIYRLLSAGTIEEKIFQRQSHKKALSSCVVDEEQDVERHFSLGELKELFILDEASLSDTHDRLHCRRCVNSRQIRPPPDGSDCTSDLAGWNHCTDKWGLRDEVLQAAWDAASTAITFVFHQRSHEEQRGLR
* hit, by the source's call. Only part of the results is shown; rates above refer to the full screens.

SMILES	RAD54 branch
Cc1onc(-c2ccccc2)c1-c1nc2ccccc2c(=O)o1	-5
CCn1c(SCc2nc(N)nc(N3CCCCC3)n2)nc2c1c(=O)n(C)c(=O)n2C	3
CCCCn1c(-c2cc(Cl)ccc2OC)n[nH]c1=S	2
CC(=O)N1CCN(c2ccc(Nc3nc(C)nc4c3oc3ccccc34)cc2)CC1	5
CCOC(=O)c1cc2c(=O)n3cccc(C)c3nc2n(CCCOC)c1=NC(=O)c1cccnc1	7
CCOC(=O)c1c(-c2ccccc2)oc2ccc(OC)cc12	-3
CCOc1ccc(CNc2ncnc(N)n2)cc1	-1
O=C(c1ccccc1)c1ccc(Oc2ncccn2)cc1	-3
CCN(C(=O)CSc1nnc(-c2ccncc2)n1C)C1CCS(=O)(=O)C1 (centres undefined)	0
Cc1nc(N(C)Cc2ccccc2)c2nnn(Cc3ccccc3)c2n1	7
CN(c1ccccc1C(=O)Nc1cccnc1)S(C)(=O)=O	-3
CCOC(=O)CNc1c(-c2ccc(Cl)cc2)nc2cnccn12	-3
COc1ccc(CN2CC(=O)N(c3ccc(C)cc3)C2=S)cc1OC	-2
CCCCNC(=O)CN(CCc1ccccc1)S(C)(=O)=O	4
Cc1nn(Cc2ccccc2)c(C)c1N	2
O=C(NCc1ccccc1Cl)c1ccc(Cn2cc(C(F)(F)F)ccc2=O)cc1	1
CCCn1c(=O)c(C(=O)NCc2ccc(OC)c(OC)c2)c(O)c2ccccc21	-1
CCOC(=O)c1cnc(-n2nc(C)cc2C)nc1Nc1ccc(OC)cc1	3
COCCCNC(=O)C(C#N)c1nc2ccccc2nc1N1CCCC1 (centres undefined)	-4
CC(C)C1Cc2c(C#N)c(N)sc(=S)c2CO1 (centres undefined)	-6
COc1ccc(C(=O)NCc2nnc(SCC(=O)Nc3cc(C)cc(C)c3)o2)cc1OC	3
Cc1occc1C(=O)Nc1cc(C(C)(C)C)on1	8
O=C(CSc1nc2ccccc2s1)Nc1ncccn1	-24
CN(C)Cc1ccccc1Cc1ccccc1	4
CC(C)COC(=O)CCn1[nH]c(=O)c2ccccc2c1=O	14

The final seven compounds of the part before open the next one:
SMILES	RAD54 branch
COCCCNC(=O)C(C#N)c1nc2ccccc2nc1N1CCCC1 (centres undefined)	-4
CC(C)C1Cc2c(C#N)c(N)sc(=S)c2CO1 (centres undefined)	-6
COc1ccc(C(=O)NCc2nnc(SCC(=O)Nc3cc(C)cc(C)c3)o2)cc1OC	3
Cc1occc1C(=O)Nc1cc(C(C)(C)C)on1	8
O=C(CSc1nc2ccccc2s1)Nc1ncccn1	-24
CN(C)Cc1ccccc1Cc1ccccc1	4
CC(C)COC(=O)CCn1[nH]c(=O)c2ccccc2c1=O	14
COc1ccc(NC(=O)N2CCC(C(=O)c3ccc(F)cc3)CC2)cc1	-9
COc1ccc(/C=C2\C(=O)N(c3c(Cl)cc(Cl)cc3Cl)N=C2NC(=O)c2cccc([N+](=O)[O-])c2)cc1	-22
CCOC(=O)N1CCN(C(=O)N2CCOCC2)CC1	11
Cc1noc(C)c1S(=O)(=O)N(CCc1ccccc1)Cc1ccccc1	-17
CC(=O)c1ccc(OCCCC(=O)Nc2ccc(C)c(S(=O)(=O)N(C)C)c2)cc1	-2
Cc1ccc(Nc2c3c(nc4ncnn24)CC(C)CC3)cc1 (centres undefined)	3
Cn1nc(C(=O)NC2=NCCS2)ccc1=O	9
CCC1(C)Cc2ccccc2/C(=C/C(=O)N2CCCCC2)N1 (centres undefined)	-1
C/C(=N\Nc1nc(C)cc(-c2ccccc2)n1)c1ccc(C)o1	-1
O=C(Nc1ccccc1-c1ccccc1)C(c1ccccc1)c1ccccc1	6
CCn1c(SCC(=O)c2ccc(OC)cc2)nnc1C1CC1	0
Cc1cc(NC(=O)CCC(=O)N(C2CC2)C2(C(=O)NC3CCCC3)CCC(C)CC2)no1 (centres undefined)	-7
Cc1noc(C)c1S(=O)(=O)N1CCCC(C(=O)NCc2ccccn2)C1 (centres undefined)	5
O=C(CSc1nnc(CNC(=O)c2c(F)cccc2Cl)o1)Nc1ccccc1	2
COCCCNC(=O)c1cc(Sc2ccc(F)cc2)nc2ccccc12	3
COc1ccc(CN(CC(=O)NCC2CCCO2)C(=O)CCC(=O)Nc2cc(C)on2)cc1 (centres undefined)	3
COc1ccc(Br)cc1-c1noc(-c2ccccc2F)n1	12
O=C1c2ccccc2S(=O)(=O)N1Cc1cc(=O)n2ccsc2n1	-4
Cc1ccc2n(n1)c(=O)c(Cc1ccccc1)c([O-])[n+]2-c1ccccc1	1
O=C(CCn1c(=O)c2ccccc2n(CC(=O)NC2CCCC2)c1=O)NCCc1ccc(Cl)cc1	1
Cn1c(C(=O)O)c(CC(=O)NCC2COc3ccccc3O2)c2ccccc21 (centres undefined)	-1
Cc1sc2nc3c4ccccc4c(NCc4ccco4)nn3c(=O)c2c1C	-9
CCNC(=O)c1cc2ccccc2o1	1
Cc1cccc(Oc2coc3cc(OC(=O)c4cccs4)ccc3c2=O)c1	-6
Cc1ccccc1NC(=O)COC(=O)CN1C(=O)NC(C)(C)C1=O	1

A second format for 2 compounds above:
C/C(=N\Nc1nc(C)cc(-c2ccccc2)n1)c1ccc(C)o1
- RAD54 branch: -1
O=C(Nc1ccccc1-c1ccccc1)C(c1ccccc1)c1ccccc1
- RAD54 branch: 6

The list continues:
SMILES	RAD54 branch
COc1cc(NC(=O)c2ccco2)ccc1NC(=O)C(C)C	9
Cc1cc(C)c(-c2cc(NC(=O)CSc3n[nH]c(N)n3)n(-c3ccccc3)n2)cc1C	-4
Cn1cccc1C(=O)Nc1nc(-c2ccccn2)cs1	1
C/C(=C\C(=O)c1ccccc1)NNc1nc2ccccc2s1	-7
COc1ccc(-c2cc(C(F)F)n3ncc(C(=O)N4CCCCC4)c3n2)cc1	5
COc1ccc(CNC(=O)Nc2cccc(Cl)c2)cc1	7
Cc1cc(NC(=O)CCC(=O)N(c2cccnc2)C(C(=O)NC2CCCC2)c2ccccc2)no1 (centres undefined)	4
COc1cc(C2C(C(=O)c3ccc(C)o3)=C(O)C(=O)N2CCc2ccccc2)ccc1O (centres undefined)	-3
Cc1ccc(-n2c(C)cc3c2CC(C)(C)CC3=O)cc1C	6
O=C(COC(=O)c1ccco1)NCc1cccs1	-2
CCOC(=O)c1sc(NC(=S)NC(=O)c2ccccc2Cl)c(C(=O)OCC)c1C	11
COc1ccc(OC)c(/C=N/NC(=O)CC2C(=O)NN=C2C)c1 (centres undefined)	7
COc1cc(Br)cc2cc(C(=O)N3CCN(c4ccccn4)CC3)c(=O)oc12	-1
CC(C)(C)C1CCc2c(sc(NC(=O)c3cccs3)c2C(N)=O)C1 (centres undefined)	7
O=C(CCCC(=O)OCC(=O)c1ccc(F)cc1)Nc1cc(C(F)(F)F)ccc1Cl	5
O=C(CSc1ccccc1)Nc1ccccc1N1CCOCC1	10
CC(=O)NCCOc1cccc(OCCNC(C)=O)c1	7
CC(C)n1nnnc1SCC(=O)Nc1ccccc1N1CCOCC1	-7
COC(=O)C1CSC(C(=O)OC)N1C(=O)Nc1ccc(Cl)c(Cl)c1 (centres undefined)	-4
CCCS(=O)(=O)N1CCN(C(=O)c2ccco2)CC1	-5
CCCn1cnc2sc(CC)cc2c1=O	3
COc1ccc(/C=C2\CCOC2=O)cc1	-7
Cc1cc2c3c(c1)C1(C(=O)N3C(C)(C)CC2C)C(C#N)=C(N)Oc2cc(O)ccc21 (centres undefined)	0
O=C(CSc1nnc(-c2ccc(O)cc2)n1-c1ccccc1)CC(=O)Nc1ccccc1	-8
OCC#CCSc1nnc(-c2ccncc2)o1	10

Looked up by structure from the entries so far, 4 records:
SMILES	RAD54 branch
Cn1cccc1C(=O)Nc1nc(-c2ccccn2)cs1	1
CC(=O)NCCOc1cccc(OCCNC(C)=O)c1	7
O=C(COC(=O)c1ccco1)NCc1cccs1	-2
CCOC(=O)c1sc(NC(=S)NC(=O)c2ccccc2Cl)c(C(=O)OCC)c1C	11

(cont.)
SMILES	RAD54 branch
Cn1c(Cc2cccs2)n[nH]c1=S	-5
O=C(NCCC1=CCCCC1)NC12CC3CC(CC(C3)C1)C2	-4
O=C(NCCCn1ccnc1)c1cc2nc(-c3ccc(Br)cc3)cc(C(F)(F)F)n2n1	-7
Nc1ccc(C(=O)OC2CCOC2=O)cc1[N+](=O)[O-] (centres undefined)	5
CCN(CC(=O)NC(C)(C)C)C(=O)CCl	-10
O=C1CSC(c2ccco2)N1 (centres undefined)	1
Cc1cccc(NC2=NCC(=O)N2CCc2ccccc2)c1	-12
Cn1cnc([N+](=O)[O-])c1NC(C)(C)C	-3
CCOC(=O)c1[nH]c(CSc2nnc(-c3ccc(OC)cc3)o2)c(C(=O)OCC)c1C	-6
O=C(COC(=O)c1cc([N+](=O)[O-])ccc1NCc1ccccc1Cl)NCC(F)(F)F	1
O=C(OC(C(=O)NC1CCCCC1)c1ccccn1)c1cccs1 (centres undefined)	-8
Cc1ccc(S(=O)(=O)N[C@H](C(=O)OCn2nnc3ccccc3c2=O)C(C)C)cc1	-4
O=S1(=O)CC(N2CCCCC2)C(N2CCCCC2)C1 (centres undefined)	-9
CN(C)S(=O)(=O)c1ccc(-c2cn3ccccc3n2)cc1	-7
O=C(NC1CCCC1)C1CCCN1C(=O)Nc1ccc(Cl)cc1 (centres undefined)	9
COc1ccc(N2CCN(CCCn3c(=S)[nH]c4ncccc4c3=O)CC2)cc1	3
N#Cc1c(Sc2ncc(C(F)(F)F)cc2Cl)nsc1C/C=N\OCc1c(F)cccc1Cl	0
C=CCNC(=O)C1CC=CCC1C(=O)O (centres undefined)	1
CCOC(=O)c1c(C)[nH]c2ccc(O)cc12	-3
Cc1nc(NCc2ccco2)c2c3c(sc2n1)CCC3	-5
CCN1CCN(S(=O)(=O)c2ccc3c(c2)OCCO3)CC1	-6
CCn1c(N2CCN(CC(=O)c3ccc(OC)cc3)CC2)nc2ccccc21	1
Cc1ccc(NC(=O)CCc2nc3sc4c(c3c(=O)[nH]2)CCCC4)c(Br)c1	2
CCOc1ccc(C(=O)N/N=C(\c2ccccc2)c2ccccn2)cc1	-5
Cc1cc(C)n(CC(=O)Nc2ccccc2)n1	1
SMILES	RAD54 branch
CC(=O)Nc1c(O)nc(SCc2ccc(Cl)cc2)[nH]c1=O	-3
CCOc1ccc(-c2[nH]ncc2-c2ccc(OC)c(OC)c2)c(O)c1	0
CCOC(=O)NC(=O)CSc1nc2ccc(OCC)cc2[nH]1	3
CC(NC(=O)c1cn(C)c2ccc(S(=O)(=O)N3CCCC3)cc2c1=O)c1ccc2c(c1)OCCO2 (centres undefined)	-3
Cc1cc(C)c(NC(=O)CS(=O)CC(=O)NC2CCCc3ccccc32)c(C)c1 (centres undefined)	-9
CC(=O)Nc1sc2c(c1C(c1ccccc1)N1CCOCC1)CCCC2 (centres undefined)	4
COc1ccc(NC(=O)CNS(=O)(=O)c2ccc(Cl)cc2)cc1OC	-2
Cc1cccc(C(=O)NCCc2n[nH]c(=S)n2C)c1	0
CCCCN(C)CCCNC(=O)C1CC(=O)N(Cc2ccc(OC)cc2)C1 (centres undefined)	2
O=C(c1cc2sccc2n1Cc1ccc(F)cc1)N1CCN(c2nc3ccccc3s2)CC1	-17
O=C(CSc1nnc(-c2cccs2)n1-c1cccc(Cl)c1)c1cccc2c1OCCO2	-2
Clc1ccc(-c2csc3ncnc(NCCN4CCOCC4)c23)cc1	-5
COc1cc2c(cc1NC(=O)COC(=O)Cn1cnc3ccccc31)oc1ccccc12	10
O=C(Nc1ccc2c(c1)OCCO2)C(c1ccc(F)cc1)N1CCCCC1 (centres undefined)	-2
COC(=O)C1=C(C)N(c2cc(Cl)cc(Cl)c2)C(=O)C1	5
COc1ccc(-n2nc(C(=O)NCC(=O)N3CCN(c4ccccn4)CC3)c3ccccc3c2=O)cc1	1
COc1ccc(O)c(C(=O)CC(=O)c2ccc(F)cc2)c1	6
Cc1ccc(NC(=O)Nc2sc(=S)n(C)c2C)cc1	-2
O=C(NCCOCc1ccc(Cl)cc1)c1ncn[nH]1	0
Cn1nnnc1SCc1nnc(-c2ccc(F)cc2)o1	3
CC(C)COc1ccc(/C(O)=C2/C(=O)C(=O)N(CCN(C)C)C2c2ccncc2)cc1 (centres undefined)	7
CC(=O)CCc1ccc(OC(=O)c2cccnc2)cc1	-2
CCN1CCN(C(=S)Nc2ccc3nc(N4CCN(CC)CC4)cc(C)c3c2)CC1	62*
O=C(Nc1nc(-c2ccccc2)cs1)c1ccc(N2CCOCC2)c([N+](=O)[O-])c1	-1
COc1ccccc1CN(C(=O)CCl)C(C(=O)NC1CCCCC1)c1ccncc1 (centres undefined)	-16
SMILES	RAD54 branch
O=C(Nc1ccc(Cl)cn1)c1ccccc1F	2
CCOc1ccc(NC(=NCc2ccc3c(c2)OCO3)SC2CC(=O)N(c3ccc(OCC)cc3)C2=O)cc1 (centres undefined)	4
CCOC(=O)/C(C#N)=C1/SC(CCO)C(=O)N1c1ccccc1 (centres undefined)	3
Cc1cc(CCN2CCC(=O)NC2=S)ccc1OC(C)C	2
COc1ccc(C2CC(=O)NC3=C2C(=O)CCC3)cc1Cl (centres undefined)	-1
CC1(CCc2ccc(O)cc2)NC(=O)NC1=O (centres undefined)	-1
Cc1cc(Nc2nc(Cl)c(Cl)cc2Cl)n(-c2ccccc2)n1	-3
CC1(C)Cc2c(c(N3CCOCC3)nc3snc(Br)c23)CO1	13
O=C(NCc1ccc2c(c1)OCO2)c1cc2ccccc2o1	1
CCCC1Nc2ccc(C(=O)O)cc2C2C=CCC12 (centres undefined)	-16
COc1ccc(N2CCN(C(c3nnnn3CCc3ccccc3)C(C)C)CC2)cc1 (centres undefined)	-3
FC(F)(F)c1ccc(N2CCOCC2)c(NC2=NCCCCC2)c1	-11
CCCc1nnc(NC(=O)CCC(=O)N2CCCCCC2)s1	-8

Structural class: the compounds so far with a tert-butyl group.
SMILES	RAD54 branch
Cc1occc1C(=O)Nc1cc(C(C)(C)C)on1	8
CC(C)(C)C1CCc2c(sc(NC(=O)c3cccs3)c2C(N)=O)C1 (centres undefined)	7
CCN(CC(=O)NC(C)(C)C)C(=O)CCl	-10
Cn1cnc([N+](=O)[O-])c1NC(C)(C)C	-3

Screens from PubChem.
